From PubChem BioAssay
CBFb RUNX1 block – blocks binding between human CBF-beta and RUNX1 | Q01196+Q13951 | AlphaScreen CBFb-His/RUNX1-biotin binding, biochemical | Potency, µM (titrated, usually from 59.8 µM), inactives show at the top dose activity, negative = inhibition, actives largely listed as inhibitors | 230,000 tested, under 10 active | AID 1477; further: % of control where 0% means no effect
Target sequence (Q01196 whole entry, looked up): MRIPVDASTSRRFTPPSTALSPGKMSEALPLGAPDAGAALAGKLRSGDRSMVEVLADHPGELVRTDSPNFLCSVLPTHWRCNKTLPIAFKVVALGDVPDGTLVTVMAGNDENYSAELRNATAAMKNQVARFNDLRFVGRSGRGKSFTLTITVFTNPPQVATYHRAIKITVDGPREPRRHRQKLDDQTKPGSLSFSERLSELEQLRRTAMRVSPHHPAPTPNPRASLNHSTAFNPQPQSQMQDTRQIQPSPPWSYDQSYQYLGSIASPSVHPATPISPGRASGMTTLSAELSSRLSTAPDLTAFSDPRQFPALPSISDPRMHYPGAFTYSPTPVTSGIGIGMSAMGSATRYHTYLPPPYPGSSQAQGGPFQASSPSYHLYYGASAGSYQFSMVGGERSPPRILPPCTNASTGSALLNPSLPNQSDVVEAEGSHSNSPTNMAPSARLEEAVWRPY
Target sequence (Q13951 whole entry, looked up): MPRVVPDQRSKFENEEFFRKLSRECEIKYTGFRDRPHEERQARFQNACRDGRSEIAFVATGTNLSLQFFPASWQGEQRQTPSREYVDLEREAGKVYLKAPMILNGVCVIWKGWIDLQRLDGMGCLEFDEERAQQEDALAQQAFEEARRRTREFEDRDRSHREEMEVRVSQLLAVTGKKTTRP
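CBFb-His/RUNX1-biotin, 30 nM each, preincubated 20 min RT; compound 15 min RT; Ni + streptavidin beads 50 ng each, 90 min RT; AlphaScreen read.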
Lamin A splicing – LMNA splicing modulation; HeLa LMNA splicing GFP/RFP minigene ratio, 48 h; Potency, µM (doses to about 46.1 µM), for inactives: at the top dose ratio change, negative = inhibition, hits mostly inhibitors; 0.01% of 200,000 active; AID 1487; active means well fitted inhibition curve with a large enough effect in the signal ratio, with a control signal flat, not every such curve was filed as active; inconclusive means small, poorly fitted or top-dose-only effect, or effect the other way, or a change in a side signal; the % refers to the signal ratio; further: potency means the concentration at half of the fitted maximal effect; on the % scale 0 is the no-effect control and ±100 the full control effect
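S3 HeLa cells stably expressing lamin A-EGFP splicing minigene plus DsRed2, 600 cells/well, 48 h compound exposure at 37C. Laser-scanning cytometry; analysed as GFP (500-530 nm)/RFP (575-640 nm) total intensity ratio; 0.5% DMSO vehicle.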
IMPase Li cell – cell-permeable IMPase inhibitors with lithium potentiation; CHO-M1 cells, IP1 TR-FRET (IP-One), carbachol + lithium; Potency, µM (titrated, usually from 59.4 µM), for the others: at the top dose activity, negative = IMPase inhibition, actives largely listed as inhibitors; 0.35% of 210,000 active;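 further: IP1 builds up when IMPase is blocked and the TR-FRET signal falls; potency means the concentration at half of the fitted maximal effect; plate controls were basal vehicle for no effect and high inhibitor control for full effect; nearly all actives have a fitted effect of over 50% in size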
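Steps: plate 2000 CHO-M1 cells per well and culture 16–30 h; add compound and lithium; incubate 30 min, 37C; add d2-IP1 tracer and Eu cryptate anti-IP1 antibody in lysis buffer; read after 10 min at room temperature.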
KinaseGlo FLuc – Kinase-Glo luciferase inhibition (counter-screen). 0.28% of 200,000 active. Potency, µM (doses to about 38.3 µM), for inactives: at the top dose activity change, negative = inhibition, usual class: inhibitors. Kinase-Glo luciferase, ATP luminescence, 8 min. Q27757; further: potency means the concentration at half of the fitted maximal effect; on the % scale 0 is the no-effect control and ±100 the full control effect; nearly all actives have a fitted effect of over 60% in size
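Kinase-Glo luciferase light output from ATP and luciferin was measured with 10 uM ATP, within the enzyme's linear range. Buffer: 50 mM imidazole pH 7.2, 50 mM KCl, 7 mM MgCl2, 0.01% Tween 20, 0.05% BSA; luminescence read after 8 min at ambient temperature.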
Epigenetic reg – epigenetic control regulation, reporter derepression; murine LDR cells, GFP reporter derepression, 30 h; Potency, µM (top dose mostly 53.9 µM), for the others: top-dose GFP activation, usual class: activators; 0.2% of 280,000 active; further: potency means the concentration at half of the fitted maximal effect; % of control where 0% means no effect; nearly all actives have a fitted effect of over 60% in size
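Derepression of a silenced CMV-GFP reporter in murine LDR cells is scored by enumerating GFP-positive cells with a laser-scanning microplate cytometer after 30 hours of treatment at 37 C.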
GLA spleen mod – inhibits or activates alpha-galactosidase in human spleen homogenate; 0.008% of 240,000 active; human spleen homogenate, 4MU-alpha-Gal fluorescence, 40 min; Potency, µM (titrated, usually from 80 µM), for the others: at the top dose activity change, negative = inhibition, actives largely listed as inhibitors; P06280;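 further: potency means the concentration at half of the fitted maximal effect; 0% = enzyme with vehicle and -100% = no enzyme basal signal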
Target sequence (P06280 32-429 limits assumed): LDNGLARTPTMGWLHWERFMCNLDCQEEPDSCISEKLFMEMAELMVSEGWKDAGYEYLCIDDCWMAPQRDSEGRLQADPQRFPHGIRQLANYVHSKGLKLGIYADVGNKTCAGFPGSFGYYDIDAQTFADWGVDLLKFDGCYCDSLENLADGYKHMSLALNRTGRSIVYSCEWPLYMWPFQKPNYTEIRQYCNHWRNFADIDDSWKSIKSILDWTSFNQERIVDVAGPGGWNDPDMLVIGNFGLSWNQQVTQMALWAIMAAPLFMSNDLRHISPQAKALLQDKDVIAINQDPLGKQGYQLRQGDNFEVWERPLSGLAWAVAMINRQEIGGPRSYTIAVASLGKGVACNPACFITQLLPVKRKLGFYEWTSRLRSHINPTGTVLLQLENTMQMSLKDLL
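Inhibition or activation of alpha-galactosidase in human spleen homogenate is scored by 4-MU fluorescence after 40 min at 37C, pH 5.0, with 1 mM substrate. AC50s come from concentration-response fitted to the Hill equation.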
NPSR antagonist – neuropeptide S receptor (human) antagonism, cAMP; Q6W5P4; CHO-NPSR cells, cAMP TR-FRET, antagonist mode; Potency, µM (series often up to 38.3 µM), without a hit: top-dose activity change, negative = inhibition, actives largely listed as inhibitors; 1% of 220,000 active; AID 1461; further: potency means the concentration at half of the fitted maximal effect; on the % scale 0 is the no-effect control and ±100 the full control effect; nearly all actives have a fitted effect of over 50% in size; many of its hits are not listed in these tables
Starred values were filed as active, the others as inactive; ? = inconclusive; . = no result given; [ ] = dose if it differs, or a comment. Unless noted, the call rests on the fitted dose curve; in most records, active means well fitted curve in the direction sought with a large enough effect; inconclusive means small, poorly fitted or top-dose-only effect, or another doubt; inactive means no such curve, though single readings can be large; an effect the other way counts as inactive or inconclusive. This is a subset, so the mix of outcomes need not match the whole.

SMILES	CBFb RUNX1 block	Lamin A splicing	IMPase Li cell	KinaseGlo FLuc	Epigenetic reg	GLA spleen mod	NPSR antagonist
COc1ccc(CNCCC(c2ccc(F)cc2)c2ccc(OC)cc2)cc1 (stereo not given)	12%	?	13%	-1%	18%	-5%	-30%
Cc1ccc(SC[C@H](Cc2ccccc2)N2CCN(C)CCC2=O)cc1	1%	.	.	.	-4.7%	7%	-4%
CCOc1ccc(-c2nnn(CC(=O)N3CCCC(C)C3)n2)cc1 (stereo not given)	5%	0%[46 µM]	3%	4%	-0.2%	7%	0%
O=C(NCc1cccnc1)C(=O)NCC(c1ccco1)N1CCN(c2ccc(F)cc2)CC1 (stereo not given)	-6%	?	-6%	1%	-0.9%	-1%	13%
FC(F)(F)c1cccc(Cc2noc(CN3CCCC(CN4CCCC4)C3)n2)c1 (stereo not given)	-1%	.	-8%	-1%	4.3%	2%	-9%
Cc1onc(-c2ccccc2Cl)c1C(=O)Nc1cccc2cccnc12	15%	?	22%[38.3 µM]	2%	-0.6%	-3%	6%[7.67 µM]
Cc1ccc(NC(=O)CSc2nnc(CNC(=O)C34CC5CC(CC(C5)C3)C4)n2-c2ccc(F)cc2)cc1	6%	-11%	-5%	0%	0.0%	-14%	-11%
COc1ccc(C)cc1NC(=O)CSc1nnc(-c2cc3cccc(OC)c3o2)n1N	2%	?	-19%[38.3 µM]	0%	-0.7%	4%	-22%[46.1 µM]
O=C(Cn1ccc(C(F)(F)F)n1)Nc1ccc(S(=O)(=O)NCc2ccco2)cc1	3%	?	-3%[38.3 µM]	14%	0.7%	-1%	-21%[46.1 µM]
CSCCNCc1cn(-c2ccc(F)cc2F)nc1-c1ccccc1C	10%	.	.	.	-3.1%	1%	31%
O=C(Nc1cccc2ccccc12)c1ccccc1	6%	.	-4%	-4%[7.66 µM]	-0.3%	3%	2%[7.67 µM]
COc1ccc2cc3cc(C(=O)NCCN4CCN(Cc5ccccc5)CC4)oc3nc2c1	-3%	-11%	13%[38.3 µM]	0%	-2.1%	?	-5%[46.1 µM]
CCc1cc([N+](=O)[O-])cc(CC)c1N	-2%	8%	14%[38.3 µM]	-2%	-1.0%	7%	-13%[46.1 µM]
O=C(O)CSc1nnnn1-c1ccc2c(c1)OCCO2	-1%	8%	16%[38.3 µM]	0%	-2.7%	7%	-8%[46.1 µM]
N#Cc1cccc(-c2ccc3ncnc(NCc4cccnc4)c3c2)c1	.	9%	10%	-1%	15%	3%	.
Cc1ccccc1-c1cncnc1Nc1ccccc1	.	-7%	-2%	.	.	-1%	.
COc1ccc(C2C(C(=O)/C=C/c3ccco3)=C(O)C(=O)N2CCN2CCOCC2)cc1 (stereo not given)	8%	?	7%	-1%	-0.5%	2%	11%
Cc1cc(C)c2c(=O)[nH]c(SCC(=O)c3ccc(C(C)C)cc3)nc2n1	5%	10%	35%[38.3 µM]	19%	2.8%	-1%	-21%[46.1 µM]
O=[N+]([O-])c1ccc(-n2nnnc2-c2ccccc2)c([N+](=O)[O-])c1	-5%	?	7%	4%	0.1%	6%	-8%
CNC(=O)c1ccccc1-c1cn(C)c2ccccc2c1=O	-5%	9%[46 µM]	-3%	-1%	-0.5%	-1%	1%
COc1ccc(CNC(=S)N/N=C/c2ccc(OC)c(OC)c2)cc1	-14%	?	-1%[38.3 µM]	-6%	-0.4%	1%	-7%[46.1 µM]
Cc1ccc(C)c(NCC(=O)NNC(=S)Nc2ccccc2)c1	-11%	16%[46 µM]	6%	5%	-1.9%	4%	-2%
Cc1ccc(S(=O)(=O)n2ccc(-c3cccc(OCc4c(F)cccc4Cl)c3)n2)cc1	-2%	8%	-6%[38.3 µM]	-5%	1.3%	-4%	-15%[46.1 µM]
CCOc1ccccc1NC(=O)NCc1cccnc1	3%	11%[46 µM]	-6%	4%	-0.2%	-1%	5%
COc1ccc(/C=N/n2cncn2)cc1COc1ccc(NC(C)=O)cc1	7%	18%	16%[38.3 µM]	-7%	-0.9%	5%	-11%[46.1 µM]
CCCCCCCCCCS(=O)(=O)N/N=C/c1ccc([N+](=O)[O-])cc1	-1%	-11%	10%[38.3 µM]	17%	0.0%	4%	-8%[46.1 µM]
O=C(c1ccc(F)cc1)c1cn(Cc2ccc(F)cc2)c2cc3c(cc2c1=O)OCCO3	-6%[2.36 µM]	15%	-18%	0%	2.4%	-1%	-49%
CCOC(=O)/C=C/C(=O)Nc1ccc(S(=O)(=O)N2CCCCCC2)cc1	2%	?	2%	-1%	3.9%	7%	-16%
CCc1nnc(NC(=O)c2c(O)c3c([nH]c2=O)CCCC3)s1	18%	-11%	-5%	0%	1.4%	1%	6%[46.1 µM]
Cc1nc2sc(C(c3cccs3)N3CCN(c4cccc(Cl)c4)CC3)c(O)n2n1 (stereo not given)	-24%	?	3%	2%	1.0%	5%	-24%[46.1 µM]
CCOC(=O)CN(C(=O)c1ccccc1[N+](=O)[O-])C(C)(C)C	9%	.	.	.	-1.0%	3%	-3%
COc1ccccc1-n1c2c(cc(C(=O)N3CCC(C)CC3)c1=O)C(=O)CC(C)(C)C2	-4%	-9%	-3%[38.3 µM]	3%	2.7%	-3%	-22%[46.1 µM]
CCOC(=O)C1=C(C)NC2=C(C(=O)CCC2)C1c1cccs1 (stereo not given)	6%	14%	17%[38.3 µM]	-2%	-1.1%	0%	0%[46.1 µM]
O=S(=O)(c1ccc(N2CCN(Cc3ccc4c(c3)OCO4)CC2)nc1)N1CCOCC1	11%	?	19%	-1%	-1.4%	-2%	-1%
S=C(NCc1ccco1)Nc1ccc(N2CCOCC2)cc1	9%	?	1%	-1%	3.0%	-17%	12%
NC(N)=Nc1ccc(N=C(N)N)cc1	5%	.	.	.	-0.3%	-6%	-27%

Compound profiles (already shown). Values in the order: CBFb RUNX1 block | Lamin A splicing | IMPase Li cell | KinaseGlo FLuc | Epigenetic reg | GLA spleen mod | NPSR antagonist
O=C(Nc1cccc2ccccc12)c1ccccc1 is entered as 6% | . | -4% | -4%[7.66 µM] | -0.3% | 3% | 2%[7.67 µM]
COc1ccc(C2C(C(=O)/C=C/c3ccco3)=C(O)C(=O)N2CCN2CCOCC2)cc1 (stereo not given) is entered as 8% | ? | 7% | -1% | -0.5% | 2% | 11%
Cc1ccc(S(=O)(=O)n2ccc(-c3cccc(OCc4c(F)cccc4Cl)c3)n2)cc1 is entered as -2% | 8% | -6%[38.3 µM] | -5% | 1.3% | -4% | -15%[46.1 µM]

The list goes on:
SMILES	CBFb RUNX1 block	Lamin A splicing	IMPase Li cell	KinaseGlo FLuc	Epigenetic reg	GLA spleen mod	NPSR antagonist
COc1ccc(CNC(=O)C2CCC(=O)N2C(C)C)c(OC)c1 (stereo not given)	10%	.	.	.	0.0%	6%	7%
CCOc1ccc(N2CC(C(=O)Nc3c(C)n(C)n(-c4ccccc4)c3=O)CC2=O)cc1 (stereo not given)	10%	2%[46 µM]	-4%	4%	-0.1%	-7%	4%
COC(=O)Nc1nnc(CC(=O)Nc2ccccc2C)s1	-2%	11%	6%	1%	-1.0%	-6%	7%
CC(=O)c1cc(C#N)c(SCC(=O)OC(C)C)nc1C	23%	-7%	6%	5%	-3.4%	-3%	0%[46.1 µM]
Cc1ccc(NCc2nnc(SCC(=O)N3CCCc4ccccc43)o2)c(C)c1	-10%	2%	4%[38.3 µM]	2%	-3.0%	9%	-19%[46.1 µM]
Cc1ccc(SCC(=O)NCc2cccnc2)cc1	2%	12%	21%[38.3 µM]	3%	-3.0%	-3%	-10%[46.1 µM]
CCc1c(C(=O)OCc2ccccc2)[nH]c(C)c1C	-11%	.	.	.	0.5%	3%	11%
COc1cccc(CN2CCCCC2C(=O)O)c1 (stereo not given)	-1%	-5%[9.22 µM]	4%	0%	-0.1%	11%	19%
COC(=O)Cn1ncn2c(cc3oc(C)cc32)c1=O	3%	8%	-8%[38.3 µM]	-2%	0.0%	-2%	-3%[46.1 µM]
O=C1NC(=S)S/C1=C/c1ccc(Oc2cnccn2)cc1	2%	.	0%	1%	-5.5%	-2%	-34%
O=C(O)CCc1ccc(-c2ccc(F)cc2)n1CCC(=O)O	12%	-10%	3%[38.3 µM]	5%	-7.3%	2%	-5%[46.1 µM]
COc1ccc(S(=O)(=O)N(CC(=O)NC(C)C)Cc2ccccc2)cc1	4%	2%	38%[38.3 µM]	-3%	0.0%	4%	-4%[46.1 µM]
CNc1c([N+](=O)[O-])ncn1C	0%	10%	4%[38.3 µM]	3%	-1.5%	-16%	-3%[46.1 µM]
O=C(Nc1ccncc1)c1ccc(S(=O)(=O)Nc2ccccc2)cc1	0%	.	10%	0%	-1.3%	-15%	11%
Cc1sc2nc(-c3ccccn3)[nH]c(=O)c2c1-c1ccccc1	0%	.	10%	-14%	-0.4%	3%	-28%
COc1ccc(C2NC(=O)c3sc(=S)n(-c4ccccc4)c3N2)cc1 (stereo not given)	-8%	-11%	21%[38.3 µM]	-4%	3.1%	0%	-6%[46.1 µM]
CC(C)(C)NC(=O)CSc1nc2scc(-c3ccccc3)c2c(=O)[nH]1	1%	?	-18%	4%	0.0%	-7%	2%
O=C(NCCCO)/C(=C/c1ccco1)NC(=O)c1ccc(Br)o1	11%	10%	-1%	-3%	0.0%	-1%	15%
CN(C)C(=O)N1CCCC(C(=O)NCc2ccccc2)C1 (stereo not given)	-1%	-9%	13%[38.3 µM]	-2%	5.7%	-1%	3%[46.1 µM]
Cc1nn2cc(-c3ccc(-c4ccccc4)cc3)nc2s1	-2%	-5%	-15%[38.3 µM]	7%	-0.2%	3%	-1%[46.1 µM]
CC1CCN(C(=O)c2ccc(-n3cnnn3)cc2)CC1	1%	-14%	12%	7%	0.0%	-1%	7%[46.1 µM]
O=C(OCC(=O)N1CCN(C(=O)c2ccco2)CC1)C1=COCCO1	4%	1%	-12%[38.3 µM]	-2%	-4.5%	12%	4%[46.1 µM]
O=C(NNC(=O)C1CCN(Cc2ccc(Cl)c(Cl)c2)CC1)c1cccs1	4%	.	-10%	3%	-0.2%	10%	18%
O=C(Nc1cc(=O)[nH]c2ncnn12)c1ccccc1F	-5%	?	.	.	1.1%	1%	24%
Cc1cc(NC(=O)COC(=O)CCNS(=O)(=O)c2c(Cl)cccc2Cl)no1	0%	13%[46 µM]	-2%	7%	0.0%	-3%	11%
COc1ccccc1NC(=O)CSc1nnc(-c2ccc(NC(C)=O)cc2)n1C	-5%	13%	3%[38.3 µM]	0%	-2.2%	4%	-5%[46.1 µM]
CC(=O)NCC(=O)N(C)C(C(=O)Nc1ccc2c(c1)OCCO2)c1ccccc1 (stereo not given)	-1%	2%	1%	-1%	-1.0%	-8%	5%
COc1ccc(C[C@@](C)(N)C(=O)O)cc1OC	11%[21.7 µM]	5%	2%	-6%[17.1 µM]	4.1%[16.9 µM]	0%[29.1 µM]	.
